ROC1-CUL1 inh: human ROC1-CUL1 E3 ligase inhibition | in vitro K48 di-Ub FRET, acceptor:donor ratio, 45 min | P62877+Q13616 | actives 0.6% (n = 140,000) | inhibition, % at 10 µM; in the data active means inhibition above about 25%
Target sequence (P62877 whole entry, looked up): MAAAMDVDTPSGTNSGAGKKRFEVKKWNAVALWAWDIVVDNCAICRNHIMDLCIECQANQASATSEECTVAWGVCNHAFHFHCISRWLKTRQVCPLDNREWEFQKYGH
Target sequence (Q13616 whole entry, looked up): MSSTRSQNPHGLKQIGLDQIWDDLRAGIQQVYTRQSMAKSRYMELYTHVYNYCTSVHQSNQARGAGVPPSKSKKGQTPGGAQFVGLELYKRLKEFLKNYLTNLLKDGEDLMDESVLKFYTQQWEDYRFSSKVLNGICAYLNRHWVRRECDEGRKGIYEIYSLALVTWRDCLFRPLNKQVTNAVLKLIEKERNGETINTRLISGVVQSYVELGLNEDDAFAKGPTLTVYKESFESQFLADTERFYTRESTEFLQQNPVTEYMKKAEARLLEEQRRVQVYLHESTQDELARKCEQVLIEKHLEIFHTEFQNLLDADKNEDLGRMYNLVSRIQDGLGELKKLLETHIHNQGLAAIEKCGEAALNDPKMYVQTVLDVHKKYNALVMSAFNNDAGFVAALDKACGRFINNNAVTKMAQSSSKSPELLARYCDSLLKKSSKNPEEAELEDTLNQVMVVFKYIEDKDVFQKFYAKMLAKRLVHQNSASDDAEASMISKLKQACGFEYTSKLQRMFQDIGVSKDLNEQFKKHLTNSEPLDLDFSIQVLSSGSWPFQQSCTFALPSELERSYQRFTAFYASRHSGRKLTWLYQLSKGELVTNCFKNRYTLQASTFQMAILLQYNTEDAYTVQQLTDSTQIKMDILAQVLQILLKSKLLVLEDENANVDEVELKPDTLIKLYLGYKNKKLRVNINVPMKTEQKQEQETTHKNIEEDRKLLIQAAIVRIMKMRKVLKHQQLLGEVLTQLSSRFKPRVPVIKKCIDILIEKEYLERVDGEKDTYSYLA
* = called active by the depositor. This is a subset, so the mix of outcomes need not match the whole.

What do the screens show for `CCC1SC(=S)N(CNc2cccc(OC)c2)C1=O` (stereo unspecified)?
ROC1-CUL1 inh: 5

Results for Cc1ccccc1OCC(=O)NCC(c1ccc(Cl)cc1)N1CCCCC1 (stereo unspecified) ?
ROC1-CUL1 inh: -2

What do the screens show for `CCNC(=O)c1cccc(NS(C)(=O)=O)c1`?
ROC1-CUL1 inh: -6

What do the screens show for `O=C(Nc1ccc(-c2nc3ccccc3o2)cc1)C1CCCN1C1CCC1` (stereo unspecified)?
ROC1-CUL1 inh: -3

What do the screens show for `CN(C)C(=O)c1ccc(N2CCC(NCCC(c3ccccc3)c3ccco3)CC2)cc1` (stereo unspecified)?
ROC1-CUL1 inh: 2

Results for Nc1c(-c2ccccc2)nnn1Cc1ccccc1 ?
ROC1-CUL1 inh: -13

How did Cc1nnc(SCN2C(=O)c3ccccc3C2=O)[nH]c1=O do in these assays?
ROC1-CUL1 inh: 2

Results for CC(=O)c1cc(-c2ccccc2)n(CC(=O)Nc2ccc(C)c(C)c2)c1C ?
ROC1-CUL1 inh: 9

What do the screens show for `CCc1cccc(C)c1NC(=O)Cn1ncc2c3ccccc3n(Cc3ccccc3)c2c1=O`?
ROC1-CUL1 inh: -5

Results for CC(=O)C(=Nc1cccc(Cl)c1)NNc1ccc(Cl)cc1 ?
ROC1-CUL1 inh: -9

Results for CC(=O)C1C(C)=Nc2ncnn2C1c1ccc(Cl)cc1 (stereo unspecified) ?
ROC1-CUL1 inh: 0

What do the screens show for `Cc1ccc(CCNC(=O)c2ccc3c(=O)n(-c4ccc(C)cc4)c(=O)[nH]c3c2)cc1`?
ROC1-CUL1 inh: 0

Results for CC1=NC(=S)NC(c2ccc(Cl)cc2)C1C(=O)Nc1ccc(Cl)cc1 (stereo unspecified) ?
ROC1-CUL1 inh: 3

Results for COc1cc(/C=N\NC(=S)NCc2ccccc2)ccc1OCC#N ?
ROC1-CUL1 inh: 2

What do the screens show for `COc1ccc(CC(=O)NNS(=O)(=O)c2ccc([N+](=O)[O-])cc2)cc1`?
ROC1-CUL1 inh: -5

What do the screens show for `Nc1c(C(=O)c2ccccc2)oc2nc3c(c(-c4ccncc4)c12)CCc1ccccc1-3`?
ROC1-CUL1 inh: 11

Results for CCOc1ccc(NC(=O)c2c(C)noc2C)cc1 ?
ROC1-CUL1 inh: -3

Results for Cc1ccc(C)c(NC(=O)CN2C(=O)CCc3cc(S(=O)(=O)N4CCCCC4)ccc32)c1 ?
ROC1-CUL1 inh: 3

What do the screens show for `COc1ccc(OC(=O)c2nc(SCc3ccccc3F)ncc2Cl)cc1`?
ROC1-CUL1 inh: 1

How did CN(C(=O)c1sc2ncccc2c1N)c1ccccc1 do in these assays?
ROC1-CUL1 inh: 6

Of the compounds above, 2 contain an NH in an aromatic ring:
How did Cc1nnc(SCN2C(=O)c3ccccc3C2=O)[nH]c1=O do in these assays?
ROC1-CUL1 inh: 2

What do the screens show for `Cc1ccc(CCNC(=O)c2ccc3c(=O)n(-c4ccc(C)cc4)c(=O)[nH]c3c2)cc1`?
ROC1-CUL1 inh: 0

Carrying on.
What do the screens show for `Cc1ccc2nc(-c3ccccn3)c(Nc3ccccc3C)n2c1`?
ROC1-CUL1 inh: -5

Results for Cc1noc(C)c1NC(=O)N1CCC(Cn2cc(Cc3ccccc3)nn2)CC1 ?
ROC1-CUL1 inh: 20

What do the screens show for `CCS(=O)(=O)Nc1cc(-n2nc(C(C)(C)C)oc2=O)c(Cl)cc1Cl`?
ROC1-CUL1 inh: 6

What do the screens show for `O=C(COC(=O)c1cnccn1)c1ccc(Cl)cc1`?
ROC1-CUL1 inh: -6

How did CCS(=O)(=O)N1CCc2cc(C(=O)NCc3ccccc3Cl)ccc21 do in these assays?
ROC1-CUL1 inh: -8

What do the screens show for `Cc1nc(Cl)c(C#N)c(-c2ccccc2)n1`?
ROC1-CUL1 inh: 6

How did O=C(c1ccccc1)c1ccc2nc(N3CCN(c4ccccc4)CC3)c3nncn3c2c1 do in these assays?
ROC1-CUL1 inh: 2

How did COC(=O)c1cc(Cc2ccccc2)sc1NC(=O)c1c(C)noc1C do in these assays?
ROC1-CUL1 inh: 8

Results for CCN1CCN(CCC(=O)Nc2sc3c(c2C(=O)OC)CCCC3)CC1 ?
ROC1-CUL1 inh: -5

What do the screens show for `CC1=NN(CC(C)C)c2nc3c(c(=O)n(C)c(=O)n3C)n2C1`?
ROC1-CUL1 inh: 7

What do the screens show for `Cc1ccc(-c2nnc(-c3ccccc3)n2-c2ccc(C)cc2)cc1`?
ROC1-CUL1 inh: -10

How did Cc1cccc(-c2cnc(-c3ccncc3)nc2C2CCN(C(=O)c3cccs3)CC2)c1 do in these assays?
ROC1-CUL1 inh: 0

How did CC(=O)NC(Nc1sc2c(c1C(N)=O)CCCC2)C(Cl)(Cl)Cl (stereo unspecified) do in these assays?
ROC1-CUL1 inh: -9

Results for C#Cc1c(C)[nH]c(C(=O)OCC)c1C ?
ROC1-CUL1 inh: 5

What do the screens show for `COCCCNC(=O)c1ccc(Cn2c(=O)c3ccccc3n(Cc3ccc(C)cc3)c2=O)cc1`?
ROC1-CUL1 inh: -1

How did CCCCCc1nnc(NC(=O)N(C)C2CCN(C)CC2)s1 do in these assays?
ROC1-CUL1 inh: 5

What do the screens show for `O=C(COc1cccc2cccnc12)N/N=C/c1cccn1-c1ccc(Br)cc1`?
ROC1-CUL1 inh: 3

What do the screens show for `Cc1nc(NCc2ccccc2)c(C#N)c(C)c1[N+](=O)[O-]`?
ROC1-CUL1 inh: 1

How did O=C(c1cccc(F)c1)c1coc2ccc(Br)cc2c1=O do in these assays?
ROC1-CUL1 inh: -1

What do the screens show for `C=CCNS(=O)(=O)c1ccc(C(=O)N2CCC(C)CC2)cc1`?
ROC1-CUL1 inh: 1

What do the screens show for `Cn1cc(CCC(=O)N2CCCC(CCc3cccc(F)c3)C2)cn1` (stereo unspecified)?
ROC1-CUL1 inh: 14

How did Clc1cccc(C(c2ccccc2Cl)N2CCCCC2)c1 (stereo unspecified) do in these assays?
ROC1-CUL1 inh: -4

How did Cc1nc2ccccc2cc1C(=O)Nc1cccc(C(F)(F)F)c1 do in these assays?
ROC1-CUL1 inh: -3

How did O=C(O)C1CC(=O)N(CCc2ccccc2)C(=Nc2ccc(Cl)cc2)S1 (stereo unspecified) do in these assays?
ROC1-CUL1 inh: 7

How did COc1ccc(OC)c(NC(=O)COCc2cc(-c3ccc(F)cc3)on2)c1 do in these assays?
ROC1-CUL1 inh: -5

What do the screens show for `CCCNS(=O)(=O)c1cc(C)c(C)cc1OC`?
ROC1-CUL1 inh: 10

What do the screens show for `COc1ccc(CCC(=O)Nc2sc3c(c2C#N)CCCCCC3)cc1`?
ROC1-CUL1 inh: -5

What do the screens show for `COc1ccc(NC(=O)c2ccc3c(SCC(=O)O)c4c(nc3c2)CCCC4)c(OC)c1`?
ROC1-CUL1 inh: 1

How did Cc1cccc(OCC(=O)Nc2ccc(OCc3cc(=O)n4cc(C)ccc4n3)cc2)c1 do in these assays?
ROC1-CUL1 inh: -14

Results for Cc1ccccc1NC(=O)c1cccc(NS(C)(=O)=O)c1C ?
ROC1-CUL1 inh: -11

Results for COc1ccc(Nc2nc3c(S(=O)(=O)c4ccccc4)nnn3c3ccsc23)cc1OC ?
ROC1-CUL1 inh: 8

What do the screens show for `O=c1cc(C2CCS(=O)(=O)CC2)nc2c(-c3ccccc3)c[nH]n12`?
ROC1-CUL1 inh: 4

How did Cc1c(C(=O)OC(C)C)sc2ncn(Cc3c(F)cccc3Cl)c(=O)c12 do in these assays?
ROC1-CUL1 inh: -6

Results for Cc1ccc(C(C)C)c(OCc2ccc(C(=O)NNC(=O)NC34CC5CC(CC(C5)C3)C4)o2)c1 ?
ROC1-CUL1 inh: -10

What do the screens show for `S=c1[nH]nc(Cc2ccccc2)n1Cc1ccccc1`?
ROC1-CUL1 inh: 8

Results for CSCCNC(=O)Cc1c2c(n(Cc3ccc(F)cc3)c1C)CCCC2=O ?
ROC1-CUL1 inh: 4

Results for COc1ccc(CNC(=O)C2C(=O)N=C3C=C(C)C=CN3C2=O)cc1 (stereo unspecified) ?
ROC1-CUL1 inh: 5

What do the screens show for `CC(C)C1=NN2C(=N)/C(=C/c3ccc(-c4ccc(F)cc4)o3)C(=O)N=C2S1`?
ROC1-CUL1 inh: 0

Results for C=CCn1c(NCCO)nc2sc3c(c2c1=O)CCC3 ?
ROC1-CUL1 inh: -10

How did COc1cc(OC)c(NC(=O)NCCn2nnc3cc(S(=O)(=O)N(C)C)ccc32)cc1Cl do in these assays?
ROC1-CUL1 inh: -1

What do the screens show for `Cc1c(C#N)sc2nc(-c3ccccc3)nc(N3CCOCC3)c12`?
ROC1-CUL1 inh: -2

How did FC(F)(F)CCCNC1COc2ccccc2C1 (stereo unspecified) do in these assays?
ROC1-CUL1 inh: 3

How did Cc1ccc(CC2=NC(=O)N(Cc3ccc(Cl)cc3)C2=O)o1 do in these assays?
ROC1-CUL1 inh: 1

How did Cc1c(C(=O)NCCN(C)C)oc2c1-c1nn(Cc3cccc(Cl)c3)cc1CC2 do in these assays?
ROC1-CUL1 inh: 0

Results for O=C(O)C(Cc1ccccc1)N1C(=O)c2cccc3cccc(c23)C1=O (stereo unspecified) ?
ROC1-CUL1 inh: -1

Results for c1cc2c(cn1)ncc1sccc12 ?
ROC1-CUL1 inh: 7

How did COC(=O)c1cc2c3ccccc3n(-c3ccccc3)c2s1 do in these assays?
ROC1-CUL1 inh: -6

Results for CC(C)CCC(O)(CCN1CCOCC1)c1ccc(Cl)cc1 (stereo unspecified) ?
ROC1-CUL1 inh: 11

Results for COc1ccc(NC(=O)C(=O)NCCc2csc3nc(-c4ccccc4C)nn23)cc1 ?
ROC1-CUL1 inh: -7

How did O=C(NCCc1ccccc1)C1COc2ccccc2C1 (stereo unspecified) do in these assays?
ROC1-CUL1 inh: -7

What do the screens show for `O=C(c1cn(Cc2cccc(Cl)c2)nn1)N1CCCCC1c1nccs1` (stereo unspecified)?
ROC1-CUL1 inh: 0

How did COc1cccc(C2C3=C(CC(C)(C)CC3=O)OC(=N)C2C#N)c1OC(=O)N1CCOCC1 (stereo unspecified) do in these assays?
ROC1-CUL1 inh: -9

What do the screens show for `Cc1ccc(-c2nc3nc4c(cn3n2)C(=O)CC(C)C4)cc1` (stereo unspecified)?
ROC1-CUL1 inh: -5

What do the screens show for `CCCC(=O)Nc1ccccc1NC(=O)c1ccc(Cl)cc1`?
ROC1-CUL1 inh: 9

Results for O=c1c(Oc2ccc3ccccc3c2)c(C(F)(F)F)oc2c(CN3CCOCC3)c(O)ccc12 ?
ROC1-CUL1 inh: -7

What do the screens show for `NC(=S)c1nnn(-c2ccccc2)c1N`?
ROC1-CUL1 inh: 4

How did CCOC(=O)CC1CCCCN1C(=O)c1cc(Cn2ccnc2C(C)C)[nH]n1 (stereo unspecified) do in these assays?
ROC1-CUL1 inh: -1

How did Nc1cnc2[nH]c(=O)[nH]c(=O)c2c1 do in these assays?
ROC1-CUL1 inh: -1

How did COc1ccc(-c2nc(CN(C)Cc3cccc(C(F)(F)F)c3)c(C)o2)cc1 do in these assays?
ROC1-CUL1 inh: -1

Results for C=CCOC(=O)C1C(C)=NC(=O)NC1c1cn(-c2ccccc2)nc1-c1ccc(OC)c(OC)c1 (stereo unspecified) ?
ROC1-CUL1 inh: 0

Results for Cc1ccc2occ(-c3cc(-c4ccc(Cl)cc4)nc4c3COc3ccccc3-4)c(=O)c2c1 ?
ROC1-CUL1 inh: -8

Results for Brc1ccc(C2=NNC(c3ccc(Br)cc3)C2)cc1 (stereo unspecified) ?
ROC1-CUL1 inh: 4

What do the screens show for `N#Cc1ccc(C(=O)NC2CCS(=O)(=O)C2)cc1` (stereo unspecified)?
ROC1-CUL1 inh: 13

What do the screens show for `Cc1ccc(-c2nnc3sc(Cc4ccccc4Cl)nn23)cc1`?
ROC1-CUL1 inh: 6

What do the screens show for `Cc1ccc(CNC(=O)c2ccc3c(c2)nc2n3CCOC2)cc1`?
ROC1-CUL1 inh: -3

How did O=C(NC1CCCCC1)c1ccccc1NS(=O)(=O)c1ccc(Br)s1 do in these assays?
ROC1-CUL1 inh: 2

How did CCN(C(=S)NC(=O)c1ccc(Cl)cc1Cl)c1ccccc1 do in these assays?
ROC1-CUL1 inh: 0

What do the screens show for `CN(C(=O)c1cc(Cl)ccc1OC1CCN(C2CCCC2)CC1)C1CCOC1` (stereo unspecified)?
ROC1-CUL1 inh: 4

Results for Cc1ccc(/C=C(\C#N)C(=O)Nc2cc(C)ccc2C)cc1 ?
ROC1-CUL1 inh: -7

Results for O=C(c1cccs1)N1CCOc2ccc(CN3CCN(c4ccccc4)CC3)cc2C1 ?
ROC1-CUL1 inh: 5

What do the screens show for `O=S(=O)(N=C(Nc1ccc(OC(F)(F)F)cc1)C(F)(F)F)c1ccccc1`?
ROC1-CUL1 inh: 9

What do the screens show for `CN1CC(=NC(=O)N(C)c2ccccc2)c2ccccc2C1=O`?
ROC1-CUL1 inh: -3

Results for CCC(=NCc1ccc(OC)cc1)C1N=C(c2ccccc2)OC1=O (stereo unspecified) ?
ROC1-CUL1 inh: 1

What do the screens show for `CCCNS(=O)(=O)Cc1ccc(Cl)cc1Cl`?
ROC1-CUL1 inh: 3

Filtered by structure: the entries above containing a cyano group
Results for COc1cc(/C=N\NC(=S)NCc2ccccc2)ccc1OCC#N ?
ROC1-CUL1 inh: 2

What do the screens show for `Cc1nc(Cl)c(C#N)c(-c2ccccc2)n1`?
ROC1-CUL1 inh: 6

What do the screens show for `Cc1nc(NCc2ccccc2)c(C#N)c(C)c1[N+](=O)[O-]`?
ROC1-CUL1 inh: 1

What do the screens show for `COc1ccc(CCC(=O)Nc2sc3c(c2C#N)CCCCCC3)cc1`?
ROC1-CUL1 inh: -5

What do the screens show for `Cc1c(C#N)sc2nc(-c3ccccc3)nc(N3CCOCC3)c12`?
ROC1-CUL1 inh: -2

How did COc1cccc(C2C3=C(CC(C)(C)CC3=O)OC(=N)C2C#N)c1OC(=O)N1CCOCC1 (stereo unspecified) do in these assays?
ROC1-CUL1 inh: -9

What do the screens show for `N#Cc1ccc(C(=O)NC2CCS(=O)(=O)C2)cc1` (stereo unspecified)?
ROC1-CUL1 inh: 13

Results for Cc1ccc(/C=C(\C#N)C(=O)Nc2cc(C)ccc2C)cc1 ?
ROC1-CUL1 inh: -7
